Compound activity as filed in PubChem BioAssay.
CIT2-GFP yeast: modulators of TOR pathway CIT2-GFP in S. cerevisiae; S. cerevisiae CIT2-GFP strain, flow cytometry, 3 h; 100 means same as DMSO wells; GFP response vs DMSO, % at 10 µM; 320,000 compounds, 0.065% hits;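 active means GFP response relative to DMSO above a set limit, near the screen mean plus 3 SD, cut at about 150% in these data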;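 further: ratio of well median GFP fluorescence to mean of DMSO wells on the plate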
AGP1-GFP MLPCN: yeast TOR pathway AGP1-GFP modulation | S. cerevisiae AGP1-GFP multiplex flow cytometry, 3 h; GFP as percent of DMSO wells | GFP response vs DMSO, % at 10 µM | 320,000 compounds, 0.02% hits | AID 2066;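 active means GFP response relative to DMSO above a set limit, near screen average plus 3 SD, cut at about 150% in these data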;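 further: median GFP channel fluorescence of the gated AGP1 strain per well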
AHR act: activators of human aryl hydrocarbon receptor; P35869; 320,000 compounds, 2.5% hits; activation, % at 5 µM; AHR-responsive luciferase reporter cells, luminescence; in the data active means activation above about 47%;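 further: 0% = vehicle wells and 100% = reference agonist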
Target sequence (P35869 whole entry, looked up): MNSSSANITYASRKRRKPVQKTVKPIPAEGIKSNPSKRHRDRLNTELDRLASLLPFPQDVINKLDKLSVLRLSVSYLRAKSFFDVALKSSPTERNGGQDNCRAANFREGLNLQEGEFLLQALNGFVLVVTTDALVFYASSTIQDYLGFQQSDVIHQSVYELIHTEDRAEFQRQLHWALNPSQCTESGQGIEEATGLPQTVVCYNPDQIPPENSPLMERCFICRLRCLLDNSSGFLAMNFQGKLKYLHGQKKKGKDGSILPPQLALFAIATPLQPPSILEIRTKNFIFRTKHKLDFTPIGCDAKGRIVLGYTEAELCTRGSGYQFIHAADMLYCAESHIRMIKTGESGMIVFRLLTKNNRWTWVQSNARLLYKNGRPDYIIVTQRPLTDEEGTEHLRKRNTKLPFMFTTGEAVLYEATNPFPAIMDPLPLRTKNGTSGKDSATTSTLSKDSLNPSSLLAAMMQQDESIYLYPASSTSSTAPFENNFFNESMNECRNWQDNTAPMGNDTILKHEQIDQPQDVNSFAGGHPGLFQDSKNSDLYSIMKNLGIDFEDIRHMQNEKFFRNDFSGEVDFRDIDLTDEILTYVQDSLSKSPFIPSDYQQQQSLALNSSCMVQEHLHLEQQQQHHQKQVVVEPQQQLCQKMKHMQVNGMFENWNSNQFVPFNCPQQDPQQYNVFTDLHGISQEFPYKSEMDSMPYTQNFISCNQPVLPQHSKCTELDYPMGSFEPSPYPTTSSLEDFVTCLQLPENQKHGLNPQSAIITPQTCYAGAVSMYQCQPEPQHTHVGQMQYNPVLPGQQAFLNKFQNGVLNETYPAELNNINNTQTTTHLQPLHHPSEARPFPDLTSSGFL
RPL19A TOR yeast: yeast TOR pathway RPL19A-GFP modulation | S. cerevisiae RPL19A-GFP strain, flow cytometry, 3 h; stronger effect = lower value | percent response vs DMSO, % at 10 µM | 330,000 compounds, 0.3% hits | AID 2025;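 active means percent response vs DMSO below 50%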;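 further: median channel GFP fluorescence of the barcoded RPL19A-GFP strain; ratio of sample median GFP to plate DMSO average so 100% = DMSO; lower means less RPL19A-GFP as with rapamycin TOR inhibition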
LAP4 TOR yeast: alters LAP4-GFP fluorescence in TOR pathway yeast screen; 320,000 compounds, 0.34% hits; GFP response vs DMSO, % at 10 µM; S. cerevisiae LAP4-GFP multiplex, flow cytometry GFP, 3 h; median GFP as percent of DMSO wells;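 active means GFP response vs DMSO above a set limit, about the screen mean plus 3 SD, cut at about 150% in these data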
Efflux pump mplx: blocks antifungal efflux pumps in multiplex yeast assay | S. cerevisiae Candida pump triplex, Nile Red efflux | inhibition, % at 10 µM | 330,000 compounds, 0.44% hits | AID 485275;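 active means plate passing quality check with inhibition over a set limit, or well fluorescence over plate mean plus 4 SD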;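 further: Nile Red retained in pooled yeast measured as flow cytometry median fluorescence; 0% = buffer negative control and 100% = Enniatin B positive control; higher means more Nile Red kept so more efflux inhibition; some compounds called inactive have numbers as strong as hits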
Yeast superoxide: yeast age-related superoxide inhibition as caloric restriction mimetic; superoxide response (% of plate mean), % at 10 µM; S. cerevisiae aged cells, superoxide DHE fluorescence; stronger effect = lower value; AID 2690; 330,000 compounds, 0.18% hits;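 active means superoxide response under a set limit, about three screen SD below normal, cut at about 65% in these data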;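 further: yeast aged for seven days with compound at 30 °C before DHE staining; 100% = average MFI of all compound-treated wells on the plate with controls excluded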
MEP2-GFP yeast: alters MEP2-GFP fluorescence in TOR pathway yeast screen; S. cerevisiae MEP2-GFP strain, flow cytometry GFP, 3 h; 100% = DMSO control level; AID 2016; GFP response vs DMSO, % at 10 µM; 330,000 compounds, 0.51% hits;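 active means GFP response versus DMSO above a set limit, roughly screen mean plus 3 SD, cut at about 180% in these data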;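 further: median GFP fluorescence of the barcode-gated MEP2-GFP cells per well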
Starred values were filed as active, the others as inactive; nt = no result given.

SMILES | CIT2-GFP yeast | AGP1-GFP MLPCN | AHR act | RPL19A TOR yeast | LAP4 TOR yeast | Efflux pump mplx | Yeast superoxide | MEP2-GFP yeast
Cc1ccc2cc(NC(=O)c3ccccc3C)ccc2n1 | 105 | 98 | -1 | 104 | 104 | 0.0 | 116 | 115
Cc1ccc(NC(=S)NNC(=O)Cn2nc(C(F)F)cc2C(F)F)cc1 | 110 | 98 | 2 | 101 | 103 | -0.1 | 84 | 107
Cc1c(CCO)c(=O)n(C)n1C(=O)c1ccc(F)cc1 | 104 | 100 | 0 | 101 | 102 | 0.0 | 107 | 103
CS(=O)(=O)N1N=C(c2cccs2)CC1c1ccc(Cl)o1 (stereo not drawn) | 97 | 95 | 9 | 100 | 98 | -0.1 | 102 | 98
COc1ccc(CN2C(=O)c3ccccc3C2C(=O)NC2CCCC2)c(OC)c1 (stereo not drawn) | 99 | 93 | -5 | nt | 97 | 0.1 | 91 | 96
C[C@H](NC(=O)OC(C)(C)C)C(=O)N/N=C/c1cccc2nccnc12 | 95 | 94 | 0 | 92 | 97 | 0.0 | 91 | 94
CCC(C)N1C(=O)S/C(=C/c2ccc(N3CCOCC3)cc2C)C1=O (stereo not drawn) | 93 | 96 | -4 | 101 | 103 | 0.1 | 103 | 101
O=C(NC1CC1)C1CCN(S(=O)(=O)c2ccc(Cl)c([N+](=O)[O-])c2)CC1 | 105 | 100 | 1 | 95 | 97 | 0.0 | 109 | 93
O=C(c1ccco1)N1N=C2CCCCCC2C1(O)C(F)(F)F (stereo not drawn) | 80 | 94 | 9 | 94 | 96 | 0.3 | 97 | 90
O=C(CCN1CCOCC1)Nc1cccc(Br)c1 | 97 | 106 | 3 | 99 | 98 | 0.0 | 98 | 106
CCOC(=O)C1CCN(C(=S)Nc2cc(C)ccc2C)CC1 | 100 | 101 | 1 | 103 | 100 | 0.2 | 102 | 97
CCCSc1ncnc2sc(C)c(C)c12 | 83 | 90 | 4 | 91 | 88 | 0.0 | 97 | 92
O=C(COn1nnc2ccc(Cl)cc21)NC12CC3CC(CC(C3)C1)C2 | 104 | 108 | 2 | 100 | 107 | 0.1 | 110 | 105
CNC(=O)c1ccsc1NC(=O)c1ccc(S(=O)(=O)N2CCc3ccccc32)cc1 | 86 | 92 | -1 | 95 | 103 | -0.2 | 141 | 103
CS(=O)(=O)c1[nH]nc(-c2ccccc2)c1C#N | 103 | 102 | 0 | 93 | 103 | 0.5 | 101 | 88
Cc1ccsc1/C=N/NC(=O)CNC(=O)c1c(F)cccc1Cl | 94 | 96 | 3 | 93 | 93 | -0.1 | 86 | 90
Cn1c(=O)c2c(nc(CN3CCOCC3)n2CC(O)CO)n(C)c1=O (stereo not drawn) | 103 | 102 | -1 | 99 | 100 | 0.1 | 121 | 110
COCCNC(=O)c1ccc2c(c1)nc(C)n2-c1cccc(F)c1 | 101 | 101 | -3 | 102 | 101 | 0.1 | 91 | 102
O=C(CN1C(=O)c2cccnc2Oc2ccc(Cl)cc21)N1CCOCC1 | 106 | 105 | 0 | 103 | 109 | -0.1 | 110 | 104
COC(=O)c1ccc(NC(=O)N2CCOCC2)cc1 | 96 | 95 | 8 | 98 | 97 | 0.2 | 102 | 100
O=C(Cc1coc2cc3c(cc12)CCC3)NCC1(N2CCCCC2)CCCCC1 | 98 | 98 | 2 | 106 | 87 | 0.1 | 95 | 110
CC(C)(C)OC(=O)N1CCC(c2c(C(=O)N3CCN(C4CCCCC4)CC3)cnn2-c2ccccc2)CC1 | 100 | 103 | -1 | 100 | 95 | -0.1 | 141 | 103
CCC(=O)c1ccc(OCC(=O)N2CCc3cc(OC)c(OC)cc3C2)cc1 | 112 | 101 | 6 | 103 | 103 | -0.1 | 103 | 108
O=C(NCCOC(=O)C1COc2ccccc2O1)c1cccnc1 (stereo not drawn) | 96 | 101 | 2 | 104 | 99 | 0.1 | 101 | 101
Cc1nc(-c2ccccc2)nn1-c1ccc([N+](=O)[O-])cc1 | 87 | 110 | 2 | 98 | 120 | -0.1 | 99 | 108
CS(=O)(=O)N1CCN(C(=O)NC2CCCCC2)CC1 | 103 | 99 | -1 | 96 | 107 | -0.2 | 97 | 100
CS(=O)(=O)N1CCN(C(=O)Cc2ccccc2Cl)CC1 | 96 | 101 | 0 | 98 | 106 | 0.3 | 98 | 101
C/C(=N\NC(=O)C(NC(=O)c1ccccc1)C(C)C)c1ccccc1 (stereo not drawn) | 90 | 93 | 5 | 97 | 98 | -0.1 | 96 | 97
CCOC(=O)Cn1cnc2c(C#N)c3n(c2c1=O)CCCCC3 | 97 | 106 | 4 | 102 | 97 | 0.0 | 99 | 101
CCc1cccc2[nH]c3cc([N+](=O)[O-])ccc3c12 | 89 | 92 | 5 | 92 | nt | 0.0 | 102 | 96
Cc1ccc(Nc2ncnc3sccc23)c(C)c1 | 96 | 99 | 10 | 103 | 97 | 0.0 | 98 | 105
CC(C)(C)OC(=O)N1CCCC(C(=O)Nc2ccc(C(=O)N3CCCCC3)cc2)C1 (stereo not drawn) | 94 | 90 | -1 | 97 | 97 | -0.3 | 95 | 96
Cc1cc(C)cc(C(=O)NCC(=O)OCC(=O)NC2CCCc3ccccc32)c1 (stereo not drawn) | 100 | 95 | -2 | 101 | 96 | -0.1 | 117 | 101
COc1ccc(OC)c(C(C[N+](=O)[O-])c2c(C)cc3ccccn23)c1 (stereo not drawn) | 95 | 103 | 2 | 106 | 115 | 0.0 | 96 | 105
COc1ccc(OC)c(N2Cc3ccccc3C2)c1 | 88 | 95 | 11 | 101 | 106 | 0.0 | 99 | 107
COc1ccc(C2SCCN2C(=S)Nc2cccc(C(F)(F)F)c2)cc1 (stereo not drawn) | 104 | 102 | -1 | 106 | 99 | -0.3 | 102 | 120
Cc1c(CC(=O)NCC(=O)O)c(=O)oc2cc3c(cc12)CCC(C)(C)O3 | 93 | 98 | 4 | 97 | 104 | 0.0 | 94 | 98
COc1ccccc1CNC(=O)CS(=O)(=O)c1ccc(C)cc1 | 97 | 106 | 4 | 101 | 96 | 1.2 | 95 | 98
COc1cc2c(c(OC)c1OC)CCc1cnoc1-2 | 99 | 99 | 1 | 100 | 101 | 0.4 | 108 | 104
CC(C)(C)OC(=O)NCCCCCc1nnc(SCc2cccc(F)c2)o1 | 88 | 103 | -2 | 97 | 113 | 0.1 | 110 | 94
Cc1nn(-c2ccccc2)c(Cl)c1C(=O)NCC(C)C | 99 | 100 | 6 | 96 | 98 | 0.1 | 97 | 99
CN(C)S(=O)(=O)n1cnc(C(CCO)c2ncn(S(=O)(=O)N(C)C)c2CCCO)c1 (stereo not drawn) | 101 | 107 | -3 | 98 | 109 | -0.1 | 98 | 96
O=C(NCc1ccco1)c1c(O)c2cccc3c2n(c1=O)CCC3 | 109 | 97 | 7 | 94 | 93 | 0.0 | 89 | 100
CCOc1c(Br)cc(/C=C2\N=C(C)OC2=O)cc1Br | 98 | 78 | nt | 110 | 105 | -0.4 | 106 | 94
CCC1CCCCN1C(=O)COc1ccc(N(C)S(=O)(=O)c2ccc(C)cc2)cc1 (stereo not drawn) | 100 | 101 | 2 | 106 | 105 | -3.0 | 100 | 109
Cc1cc(-c2ccccc2)nc(N(C)NC(=O)c2ccc(Cl)cc2)c1S(C)(=O)=O | 101 | 98 | 19 | 96 | 104 | 0.2 | 106 | 98
O=C(OC(C(=O)NC1CCCC1)c1cccnc1)C1=Cc2ccccc2OC1 (stereo not drawn) | 115 | 107 | 0 | 103 | 102 | 0.0 | 94 | 101
Cc1nc(Cl)sc1C(=O)Nc1cc(F)cc(F)c1 | 99 | 94 | 1 | 103 | 92 | 0.1 | 90 | 115
CCOC(=O)CSc1nnc(CNC(=O)c2ccc(OC)cc2OC)n1-c1ccc(OC)cc1 | 94 | 99 | 0 | 94 | 101 | 0.1 | 121 | 108
O=[N+]([O-])c1cccc(S(=O)(=O)N/N=C/c2ccc(O)cc2)c1 | 103 | 96 | 1 | 91 | 94 | 0.0 | 120 | 88
COc1ccc2sc(-c3ccccc3OC)c(-c3ccc(OCCN4CCCC4)cc3)c2c1 | 89 | 96 | 2 | 93 | 98 | 198* | 80 | 96
COC(=O)c1cccc(NC(=O)Nc2ccccc2OC)c1 | 97 | 95 | 3 | 99 | 100 | -0.1 | 92 | 95
CCn1c(=S)sc2c(=O)n(CC(=O)NC(C)CCc3ccccc3)c(C)nc21 (stereo not drawn) | 97 | 95 | 3 | 98 | 90 | 0.0 | 98 | 94
CC(C)C(NS(=O)(=O)c1cccs1)C(=O)NCc1ccccc1 (stereo not drawn) | 100 | 100 | -1 | 98 | 96 | -0.2 | 108 | 84
O/N=C/c1cc(Br)ccc1OCc1cccc(F)c1 | 88 | 87 | 34 | 99 | 99 | -0.3 | 98 | 92
O=S(=O)(c1cc(Cl)c(Cl)cc1Cl)N1CCN2CCCC2C1 (stereo not drawn) | 99 | 97 | 2 | 101 | 105 | 0.1 | 98 | 104
Cc1cc(C)n(/N=C/c2c[nH]c3ccccc23)c(=O)c1 | 101 | 109 | 18 | 100 | 98 | 0.0 | 93 | 105
O=C(COC(=O)C1CCN(S(=O)(=O)c2cccs2)CC1)NCc1ccc(F)cc1 | 107 | 109 | 1 | 106 | 108 | 0.1 | 100 | 112
O=C(Cc1ccc(NC2=NC3CS(=O)(=O)CC3S2)cc1)NCc1ccccc1 (stereo not drawn) | 100 | 98 | -2 | 98 | 101 | -0.1 | 89 | 103
O=C1CSC(=Nc2ccc(O)cc2)N1c1ccc(O)cc1 | 106 | 111 | 7 | 103 | 94 | -0.1 | 81 | 96

Retrieved by structure from the list above:
SMILES | CIT2-GFP yeast | AGP1-GFP MLPCN | AHR act | RPL19A TOR yeast | LAP4 TOR yeast | Efflux pump mplx | Yeast superoxide | MEP2-GFP yeast
Cc1ccsc1/C=N/NC(=O)CNC(=O)c1c(F)cccc1Cl | 94 | 96 | 3 | 93 | 93 | -0.1 | 86 | 90
COc1ccc(OC)c(N2Cc3ccccc3C2)c1 | 88 | 95 | 11 | 101 | 106 | 0.0 | 99 | 107
COc1cc2c(c(OC)c1OC)CCc1cnoc1-2 | 99 | 99 | 1 | 100 | 101 | 0.4 | 108 | 104

More records
SMILES | CIT2-GFP yeast | AGP1-GFP MLPCN | AHR act | RPL19A TOR yeast | LAP4 TOR yeast | Efflux pump mplx | Yeast superoxide | MEP2-GFP yeast
C=CCN(C(=O)c1csnn1)C(C(=O)NC1CCCC1)c1cccs1 (stereo not drawn) | 95 | 98 | 1 | 101 | 99 | 0.0 | 108 | 114
COc1cc(C)ccc1OCCCON1C(=O)CCC1=O | nt | 111 | 6 | 106 | 101 | -0.1 | 98 | 110
CCOC(=O)CC(C#N)c1cn(C)c2ccccc12 (stereo not drawn) | 110 | 101 | 17 | nt | 102 | -0.2 | 120 | 109
CSc1nc(C(=O)N2CCCC(N3CCN(c4ccccc4C)CC3)C2)cs1 (stereo not drawn) | 108 | 99 | 1 | 91 | 102 | 0.1 | 96 | 99
CCNc1oc(/C=C/c2ccc(OCC)cc2)nc1C#N | 92 | 92 | 2 | 98 | 95 | 0.1 | 95 | 99
O=C(NCc1cccnc1)C1CC(c2cccc(Br)c2)=NO1 (stereo not drawn) | 107 | 102 | 1 | 99 | 99 | 0.0 | 117 | 112
Cn1c(=O)c2ncn(CC(=O)Nc3ccc(N4CCOCC4)cc3)c2n(C)c1=O | 105 | 106 | 3 | 105 | 99 | 0.0 | 101 | 98
COc1cccc(-c2nc(-c3ccccc3)nc(N3CCN(C)CC3)c2C#N)c1 | nt | 88 | 0 | 89 | 90 | 0.0 | 95 | 97
Cc1ccc(C(=O)Nc2ccc(O)cc2C(=O)O)cc1C | 102 | 102 | -2 | 99 | 103 | 0.0 | 110 | 99
